# Screens as filed in PubChem BioAssay.
# hgDAF12 agonist: H. glycines DAF-12 receptor agonists, primary screen, cell-based, luminescence, HEK293, GAL4 fusion, UAS-luciferase. hit rate 1.8% among 370,000. Nuclear hormone receptor DAF-12 (Heterodera glycines), GAL4 fusion. activation, % at 6.8 µM. AID 687014, 2013. HEK293 GAL4-hgDAF12 UAS-luciferase reporter, agonist luminescence; normalized to butyrate control;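 active = activation above a cutoff set at the mean of all screened compounds plus 3 SD, cut at about 10% in these data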;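 note: 0% = DMSO wells and 100% = sodium butyrate wells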
# sPLA2-III inh: human group III sPLA2 inhibitors, primary screen, biochemical, QFRET, BODIPY PC-A2 liposome substrate. inhibition, % at 12.2 µM. hit rate 0.56% among 370,000. Group 3 secretory phospholipase A2 (Homo sapiens), Q9NZ20. AID 743126, 2013. QFRET BODIPY PC-A2 liposome hydrolysis, fluorescence;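 active = inhibition above mean plus 3 SD of compounds lying within the high and low control bounds, cut at about 19% in these data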;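 note: 0% = median of test compound wells and 100% = no enzyme DMSO wells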
# Target sequence (Q9NZ20 whole entry, looked up): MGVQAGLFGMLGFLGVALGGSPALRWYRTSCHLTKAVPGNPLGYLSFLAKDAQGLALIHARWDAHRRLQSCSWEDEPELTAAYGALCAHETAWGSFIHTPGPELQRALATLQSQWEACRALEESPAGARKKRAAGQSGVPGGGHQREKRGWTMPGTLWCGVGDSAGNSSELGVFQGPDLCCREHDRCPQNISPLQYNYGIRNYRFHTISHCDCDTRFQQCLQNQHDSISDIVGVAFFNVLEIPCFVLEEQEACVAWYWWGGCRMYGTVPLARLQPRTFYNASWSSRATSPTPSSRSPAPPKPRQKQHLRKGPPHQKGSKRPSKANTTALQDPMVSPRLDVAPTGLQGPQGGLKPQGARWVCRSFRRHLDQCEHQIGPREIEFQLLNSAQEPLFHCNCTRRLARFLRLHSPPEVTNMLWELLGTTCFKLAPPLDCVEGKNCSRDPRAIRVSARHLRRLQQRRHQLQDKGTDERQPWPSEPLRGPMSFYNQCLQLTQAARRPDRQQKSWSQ
# NPR2 activator: human GC-B receptor activators, primary screen, HEK293 GC-B cells, cGMP TR-FRET, EC30 CNP; AID 1920062, 2024; 0% at EC30 CNP, 100% saturating CNP; activation, % at 10 µM; hit rate 0.11% among 370,000; Atrial natriuretic peptide receptor 2 (Homo sapiens), P20594;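 active = activation at 10 µM reaching about 35% in either raw or pattern-adjusted values, limit read from the data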
# GAA850 FXN act: FXN promoter activators, primary screen, cell-based, luciferase luminescence, HEK293 lucGAA850. HEK293 lucGAA850 FXN promoter luciferase reporter, 24 h; percent of 10 µM SAHA response. activation, % at 6 µM. hit rate 0.56% among 360,000;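 active = activation above the average of all compounds screened plus 3 SD, cutoff fixed separately per campaign, cut at about 7.5% in these data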;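 note: 0% = DMSO wells and 100% = 10 µM SAHA wells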
# proKLK7 act: proKLK7 zymogen activators, primary screen, biochemical, fluorescence intensity | activation, % at 7 µM | AID 652039, 2013 | Kallikrein-7 (Homo sapiens), P49862 | purified proKLK7, EDANS-DABCYL substrate fluorescence; 100% is mature enzyme control, 0% vehicle | hit rate 0.9% among 370,000;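 active = activation above the mean of all tested compounds plus 3 SD, computed per campaign excluding outliers beyond control limits, cut at about 13% in these data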
# Target sequence (P49862 whole entry, looked up): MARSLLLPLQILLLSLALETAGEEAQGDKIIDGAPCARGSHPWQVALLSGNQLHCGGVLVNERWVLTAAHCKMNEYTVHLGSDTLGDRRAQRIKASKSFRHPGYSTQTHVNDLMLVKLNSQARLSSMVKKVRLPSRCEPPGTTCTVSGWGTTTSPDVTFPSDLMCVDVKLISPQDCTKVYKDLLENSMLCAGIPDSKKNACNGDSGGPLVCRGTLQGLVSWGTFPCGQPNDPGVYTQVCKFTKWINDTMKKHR
# DAX1 inh-1: DAX1 (NR0B1) inhibitors, primary screen, cell-based, HEK293, Gal4-DAX1, luciferase luminescence; Nuclear receptor subfamily 0 group B member 1 (Homo sapiens), P51843; HEK293 Gal4-DAX1 luciferase reporter; inhibition, % at 6.75 µM; hit rate 0.99% among 340,000; AID 504766, 2011;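 active = inhibition above the mean over all tested compounds plus 3 SD, cut at about 4.2% in these data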;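 note: 0% = DAX1-transfected cells with DMSO and 100% = empty-vector control cells with DMSO; inhibition shows as a rise in luminescence from relieved DAX1 repression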
# Target sequence (P51843 207-470 limits assumed): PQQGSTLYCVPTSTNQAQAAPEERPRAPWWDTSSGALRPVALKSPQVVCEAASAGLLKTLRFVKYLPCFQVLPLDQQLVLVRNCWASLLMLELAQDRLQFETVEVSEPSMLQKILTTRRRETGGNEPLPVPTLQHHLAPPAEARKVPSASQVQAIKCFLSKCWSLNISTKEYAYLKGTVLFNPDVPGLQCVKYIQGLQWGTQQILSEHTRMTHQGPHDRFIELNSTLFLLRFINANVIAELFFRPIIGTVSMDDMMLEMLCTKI
# DAX1 inh-2: DAX1 (NR0B1) inhibitors on StAR promoter, primary screen, cell-based, luminescence, SF-1 (NR5A1), full-length DAX-1; HEK293T StAR-luciferase reporter, SF-1/DAX-1 repression relief; inhibition, % at 6.8 µM; hit rate 1.1% among 370,000; AID 652010, 2013;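 active = inhibition above the mean over all tested compounds plus 3 SD, cut at about 3.6% in these data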;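 note: 0% = DAX-1 cells with DMSO and 100% = cells lacking DAX-1 with DMSO; higher inhibition means more luminescence from relief of DAX-1 repression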
# NPR1 activator: GC-A stimulated cGMP production enhancers – HEK293 GC-A cells, cGMP TR-FRET, EC30 ANP, primary screen | activation, % at 10 µM | Atrial natriuretic peptide receptor 1 (Homo sapiens), P16066 | AID 1671463, 2021 | 0% at EC30 ANP, 100% saturating ANP | hit rate 0.14% among 370,000; in the data active = activation above about 40%
# SMARCA2 activ: SMARCA2 (BRM) function activators, primary screen, cell-based, luminescence, high throughput; MG213 cells, MMTV-luciferase reporter, dexamethasone, overnight; activation, % at 9.1 µM; hit rate 1% among 370,000; in the data active = activation above about 7.8%;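 note: 0% = vehicle wells and 100% = reference activator wells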
# ssDAF12 agonist: S. stercoralis DAF-12 nuclear receptor activators, primary screen, cell-based, luminescence, HEK293, GRIP1 co-expression, lit1-tk-luc; AID 652126, 2013; HEK293 ssDAF-12/GRIP1 lit1-tk-luc reporter; % of 3 µM dafachronic acid response; hit rate 1% among 370,000; activation, % at 6.8 µM; Nuclear hormone receptor DAF-12 (Strongyloides stercoralis);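 active = activation above the mean over all tested compounds plus 3 SD, cut at about 0.9% in these data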;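 note: 0% = DMSO-only wells and 100% = 3 µM delta7-dafachronic acid wells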
# hcDAF-12 act: H. contortus DAF-12 nuclear receptor activators, primary screen, cell-based, luminescence, HEK293, lit1-tk-luc reporter. HEK293 hcDAF-12 lit1-tk-luc reporter; 0% DMSO, 100% Δ7-dafachronic acid. activation, % at 6.8 µM. hit rate 1.4% among 370,000. AID 652067, 2013;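 active = activation above the mean of all tested compounds plus 3 SD, cut at about 5.5% in these data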;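 note: 100% = response to 3 µM Δ7-dafachronic acid high control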
# Starred values were filed as active, the others as inactive; . = no result given.
Structure,hgDAF12 agonist,sPLA2-III inh,NPR2 activator,GAA850 FXN act,proKLK7 act,DAX1 inh-1,DAX1 inh-2,NPR1 activator,SMARCA2 activ,ssDAF12 agonist,hcDAF-12 act
Cc1ccc(-c2onc3ccc(C4(C)OCCO4)cc23)cc1,-1.1,3,5,2.8,-0.9,-0.3,-0.1,-8,-5,-1.3,-1.6
CCC(=O)NC(c1ccco1)c1cc(Cl)c2ccccc2c1O (stereo unspecified),-0.7,-16,-2,0.2,-133,2.4,0.5,-1,0,-0.6,-1.0
COc1cccc(-n2nnc3c(=O)n(CC(=O)Nc4ccccc4C)cnc32)c1,-2.9,3,-4,-2.7,0.0,0.3,-0.6,-2,-4,-1.2,-1.7
O=C(Nc1ccc(Nc2ccccc2)cc1)c1ccc(Cl)cc1Cl,1.8,11,0,-2.3,-0.1,.,-0.5,2,2,-1.1,-0.8
COc1ccc(S(=O)(=O)N2CCCCC2)cc1NC(=O)c1ccc(N2CCCC2=O)cc1,-3.1,9,-3,0.8,0.1,-0.8,1.9,-1,-4,-0.6,-0.8
O=C(CSc1nc(-c2ccccc2)c(-c2ccccc2)[nH]1)NCc1ccco1,-1.4,-17,-13,-3.3,0.2,-1.0,-1.6,-19,-1,-2.1,-2.9
COc1cc(NC(=O)Nc2nc(C(N)Cc3ccc(C(F)(F)F)cc3)cs2)cc(OC)c1OC (stereo unspecified),-1.8,-5,1,-1.0,0.0,.,-0.1,-6,-4,-1.1,-1.4
CCOC(=O)c1coc(CNC(=O)c2c(C)oc3c2CCCC3)c1,-0.4,-9,2,2.8,0.1,-1.4,0.5,-3,1,-1.5,0.0
O=C(Cc1ccc(F)cc1)Nc1cccc(-c2cn3c(n2)SCC3)c1,-0.2,-7,5,-2.7,0.0,-0.2,0.1,0,-3,-0.6,-1.6
CCCCc1ccc(S(=O)(=O)Nc2nnc(C)s2)cc1,0.7,-16,-2,1.4,-0.1,-0.1,-0.1,-4,1,-0.1,1.7
O=C(O)CCNc1nc(-c2ccccc2)nc2ccccc12,0.2,0,-4,1.2,1.1,1.6,-0.6,-1,-1,0.8,1.5
O=c1[nH]c2sc3c(c2c(=O)n1Cc1ccccc1)CCC3,-1.4,-12,-2,1.5,0.1,-0.5,-0.1,0,1,-1.5,-1.0
CCN1C(C#N)=C(C#N)N=C(C)CC1(C)C,0.2,4,0,1.5,0.2,0.3,-0.1,1,0,-1.6,0.7
COc1ccc(CN2CCN(Cc3ccc4ccccc4c3)CC2)cc1OC,-4.1,-5,4,0.9,0.5,-2.4,-1.6,6,-4,-1.8,-4.8
COc1ccc(CCNC(=O)CNS(=O)(=O)c2ccc(Br)s2)cc1OC,-1.7,-11,-5,0.2,0.6,-0.4,-0.1,0,1,-1.4,-2.2
C=C(C)C1Cc2cc3ccc(=O)oc3cc2O1 (stereo unspecified),2.5,0,-6,6.7,9.6,1.0,-0.8,2,3,-1.0,-0.4
CCCC(=O)N1CCCC(C(=O)c2cccc(OC(C)C)c2)C1 (stereo unspecified),2.8,-1,5,3.9,-0.1,1.1,-0.1,1,3,-1.5,2.7
Cc1ccc(S(=O)(=O)N2CCCCC2)cc1NC(=O)Cn1cnc2c1c(=O)n(C)c(=O)n2C,-1.6,0,-1,1.5,0.4,-0.4,2.8,3,2,-0.9,-0.6
CN1CCC(N2CCN(C3CN(Cc4ccccc4)S(=O)(=O)C3)CC2)CC1 (stereo unspecified),-2.2,12,-3,.,-0.1,.,2.2,-3,-5,-0.4,-1.3
O=c1c2ccccc2nc(/C=C/c2ccc([N+](=O)[O-])cc2)n1CCCO,-3.9,-5,-5,-0.2,0.2,0.7,-1.9,-3,-3,-1.4,-1.4
COCCNC(=O)c1ccccc1NS(=O)(=O)c1ccc(Br)s1,-1.3,-18,0,-1.5,-0.3,-0.1,-0.1,4,-5,-0.6,-2.0
C/C(=N\NC(=O)c1ccc(O)cc1)c1cc2ccccc2o1,4.8,-1,-4,2.7,-0.2,-1.0,0.7,-4,-1,-1.1,-2.4
NS(=O)(=O)c1cccc(NC(=O)CC(NC(=O)c2ccccc2Cl)c2ccccc2)c1 (stereo unspecified),-0.1,-8,6,1.0,0.4,1.9,0.2,3,5,-0.9,2.5
O=C(c1cc2c(s1)CCC2)N1C(=O)c2ccccc2S1(=O)=O,1.6,-4,2,-0.1,-0.5,-0.4,0.2,5,0,-1.2,-0.2
O=C(c1ccco1)N1CCN(CC(O)COc2ccc3oc4ccccc4c3c2)CC1 (stereo unspecified),-5.9,-45,-7,-0.2,-0.3,-1.4,-1.4,2,-4,-1.8,-4.1

# Profiles, quoted from the list. Order of screens: hgDAF12 agonist	sPLA2-III inh	NPR2 activator	GAA850 FXN act	proKLK7 act	DAX1 inh-1	DAX1 inh-2	NPR1 activator	SMARCA2 activ	ssDAF12 agonist	hcDAF-12 act
# Listed for CCN1C(C#N)=C(C#N)N=C(C)CC1(C)C → 0.2	4	0	1.5	0.2	0.3	-0.1	1	0	-1.6	0.7
# Listed for O=C(Cc1ccc(F)cc1)Nc1cccc(-c2cn3c(n2)SCC3)c1 → -0.2	-7	5	-2.7	0.0	-0.2	0.1	0	-3	-0.6	-1.6

# Next records.
Structure,hgDAF12 agonist,sPLA2-III inh,NPR2 activator,GAA850 FXN act,proKLK7 act,DAX1 inh-1,DAX1 inh-2,NPR1 activator,SMARCA2 activ,ssDAF12 agonist,hcDAF-12 act
O=C(Cc1ccc(Cl)cc1)NCCc1cnc[nH]1,1.2,1,1,-0.3,1.0,-0.7,0.1,4,3,-1.4,-0.8
CCc1nnc(NC(=O)CSc2nnc(CNC(=O)c3ccc(OC)c(OC)c3)o2)s1,1.1,-4,-1,0.2,0.6,2.1,-0.5,2,-2,-0.8,0.9
CCNC(=O)CN(C1CCCCC1)S(C)(=O)=O,-0.1,0,3,0.7,-0.2,0.2,0.0,3,-3,-0.3,0.3
O=C(C1CC1)N1CCN=C1SCc1ccc(Cl)cc1,1.2,-10,-4,-1.3,-0.2,0.0,0.1,1,-1,-1.4,-0.8
CCOC(=O)C1=C(C)N(Cc2ccccc2)C(=O)NC1c1ccccc1OS(=O)(=O)c1ccccc1[N+](=O)[O-] (stereo unspecified),-4.7,-12,3,-7.2,0.7,-3.1,-1.8,-4,-2,-2.5,-4.0
Cc1ccccc1NC(=O)N(C(C)C)C(C)C,0.0,0,-7,1.6,-0.4,0.2,-0.3,1,-2,-0.9,-0.1
Cc1ccc(S(=O)(=O)N2CCC(C(=O)NCC3CCCO3)CC2)cc1 (stereo unspecified),0.3,4,0,-2.1,-0.5,0.3,0.2,0,-4,-0.8,-0.9
O=C(COC(=O)CNC(=O)c1ccccc1F)Nc1ccc(Cl)cn1,1.5,4,-1,-0.1,-0.1,2.8,0.1,1,-3,-1.3,-0.8
CC(SC1=NCCS1)C(=O)Nc1nnc(-c2ccc(Cl)cc2)s1 (stereo unspecified),8.2,1,-8,1.2,0.6,0.7,2.9,8,4,-0.7,4.3
O=S(=O)(c1ccc(F)cc1)N1CCCc2nc(-c3ccccc3)ccc21,1.0,-8,-5,.,0.3,.,0.2,0,-5,-0.7,1.6
O=C(c1ccccc1)N1CCN(CCc2ccccn2)CC1,-1.6,0,0,-0.5,0.2,2.4,-0.4,3,-2,-1.2,0.4
O=C(c1ccc(Cl)cc1)c1cnc2ccccn12,3.2,-2,-4,5.8,-0.2,1.7,0.6,1,6,-0.9,-1.0
Cc1ccc(C(C(=O)NC2CCCCC2)N2CCC3(CC2)OCCO3)cc1 (stereo unspecified),-0.7,-4,-6,-2.4,-0.6,-0.3,-0.1,-4,-2,-0.3,-1.2
CC(C)c1ccc(NC(=O)c2cc(S(=O)(=O)N3CCCCC3)c[nH]2)cc1,-0.1,2,-12,0.0,0.4,-0.1,-0.4,-12,7,-1.3,0.8
Cc1nn(C(C)C(=O)NCCC2=CCCCC2)c(=O)c2nn(-c3ccccc3)c(C)c12 (stereo unspecified),1.5,-1,1,-2.2,0.5,-0.1,0.0,-1,0,-1.2,-2.9
S=C(Nc1cc(Cl)cc(Cl)c1)N1CCN(c2ccccn2)CC1,1.7,6,1,-1.4,0.5,-1.0,-0.6,7,-2,-1.1,0.9
Cc1ccc(C)c(CSc2ncccc2C(=O)O)c1,3.4,3,1,1.1,-0.3,-0.8,-0.6,-4,-4,-0.9,-0.6
Cc1ccccc1OCC(=O)Nc1nnc(-c2ccco2)s1,-3.1,-1,-8,0.9,0.2,0.9,-0.3,2,1,-0.6,-0.5
O=C(O)c1ccc2oc(=O)c(S(=O)(=O)c3ccc(F)cc3)cc2c1,0.3,6,0,0.8,0.9,-0.8,0.2,-1,-2,-0.9,-2.0
O=C1CC2(CCCCC2)CC(=O)N1CCc1ccccc1,5.3,8,-3,0.9,0.4,1.6,1.9,-8,8.0*,-0.6,0.7
NC(=O)COc1ccc(/C=N/NS(=O)(=O)c2ccccc2)cc1,2.4,0,2,-0.3,0.5,2.5,-0.1,-8,1,-1.0,-0.5
CCOC(=O)C1CCCN(C(=O)c2cncc(Br)c2)C1 (stereo unspecified),1.9,-3,6,-0.9,0.5,-0.1,-0.7,0,2,-0.5,-0.1
COC(=O)CCn1[nH]c(=O)c2ccccc2c1=O,1.9,24*,-1,2.1,-0.7,-1.2,0.2,4,1,-1.3,1.3
O=C(Nc1ccc2oc(=O)ccc2c1)c1ccc2ccccc2c1,1.1,3,6,1.9,-0.5,-0.3,0.1,6,2,-1.5,-0.1
COC(=O)C1CCN(C(=O)c2ccc(Cl)c(S(=O)(=O)NCc3ccco3)c2)CC1,1.5,-6,2,-0.7,-0.9,0.1,1.5,0,0,-1.1,-0.7
Cc1cccc(NC(=S)N(CCN2CCOCC2)Cc2cc3cc4c(cc3[nH]c2=O)OCCO4)c1,-1.7,3,-4,0.5,2.4,1.5,-0.5,0,-1,-1.4,-0.2
CCOC(=O)C1=C(COC(=O)[C@@H]2CCCN2S(=O)(=O)c2ccc(C)cc2)NC(=O)NC1C (stereo partly specified),-7.1,-3,-1,-1.7,0.6,0.3,-3.2,-4,-4,-2.2,-4.2
CC(=O)c1cc(CN2CCN(Cc3ccc(C)cc3)C(CCO)C2)cs1 (stereo unspecified),-0.5,0,-1,1.8,1.0,-0.3,-0.2,1,-2,-1.2,-0.4
